High-throughput results: PubChem, several laboratories
Autophagy mod = alters autophagy in cells | MEF GFP-LC3 puncta imaging; test concentration mostly 10 µM | calls only at 10 µM (by protocol) | 190,000 compounds, 0.98% hits;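 active = percentage of spot-positive cells more than 3 SD above its plate mean, without a fluorescence outlier flag or 80% toxicity; inconclusive = no clear call, values can overlap the other calls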;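 also: spot-positive cell cutoff set from DMSO-treated cells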
Lipid droplet = modulators of hepatic lipid droplet formation; AML12 mouse hepatocytes, oleate lipid droplets, BODIPY imaging; inhibition, % at 6.5 µM; 240,000 compounds, 0.4% hits;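 active = lipid droplet intensity inhibited by at least 50%, with more than 500 cells counted; inconclusive = wells with under 300 cells, treated as cytotoxic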
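Material: mouse AML12 hepatocyte cell line, fixed after treatment; Timing: compound with oleate, overnight; Technique: high-content imaging of BODIPY-stained droplets and DAPI nuclei; Probe or stimulus: oleate, 100 µM final; Dosing: compound at 6.5 µM only.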
b-catenin transl = modulators of beta-catenin nuclear translocation. HeLa beta-catenin nuclear translocation, immunofluorescence imaging. nuclear translocation activity, % at 5 µM. 190,000 compounds, 0.3% hits. AID 1665;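 active = nuclear translocation activity above 50% at 5 µM, with a well cell count of 50 or more; inconclusive = wells under 50 cells across six images, flagged as toxic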;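 also: per-cell ratio of nuclear to cytoplasmic median beta-catenin stain intensity; plate controls were DMSO negative control for no effect and GSK-3 inhibitor IX positive control for full effect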
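Signal – beta-catenin immunofluorescence imaging with DAPI · Test system – human HeLa cell line · Dosing – 5 µM primary single dose, 0.1% DMSO, 0.02–20 µM confirmation series · Measure – % activation, nuclear-to-cytoplasmic median beta-catenin signal ratio per cell · Incubation – 24 h compound exposure at 37°C, 5% CO2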
WT yeast gro inh = growth inhibition of WT yeast, mitochondrial fusion screen; inhibition, % at 10 µM; 190,000 compounds, 2.1% hits; mitochondrial fusion phenotypic screen, WT strain; in the data active = inhibition above about 58%; tested in S. cerevisiae
Ins promoter up = MIN6 insulin promoter up-regulation; MIN6 insulin promoter-GFP reporter, high-content imaging; hits give high values; z-score at 5 µM; 190,000 compounds, 0.3% hits; AID 1625;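 active = z-score above 3 at 5 µM with at least 500 cells counted in the well; inconclusive = wells under 500 cells, flagged as cytotoxic or low count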
XIAP displacement = XIAP antagonists, biochemical, IAP family, fluorescence polarization (AID 1018); XIAP BIR domain, fluorescence polarization peptide displacement; higher % means a stronger effect; displacement, % at 20 µM, or IC50 in µM where a hit was titrated; 200,000 compounds, 0.007% hits; in the data active = displacement above about 50%; also: a part of the inactive calls stands beside numbers as strong as those of hits
MT stabilizer = microtubule stabilization, imaging screen; AID 2205; % tubulin-high responders, % at 10 µM; 200,000 compounds, 0.83% hits; HeLa tubulin immunostaining HCS, 24 h; share of cells brighter than vehicle mean+2SD;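 active = plate Z-score above 3 for both tubulin-high and condensed-nucleus cell shares, with cell loss under 80%, at 10 µM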;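 also: anti alpha tubulin signal scored within the nucleus-defined area of each cell; some results filed as inactive read as strong as hits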
ER stress rescue = rescue of cells from ER stress-induced death, primary screen, 384-well, CSM14.1, thapsigargin, ATP luminescence (AID 1222); cellular ATP content (survival), % at 20 µM; hits with a dose series show EC50 in µM; CSM14.1 thapsigargin-induced death rescue, ATP luminescence; higher % means a stronger effect; 190,000 tested, under 10 active;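 active = EC50 below 50 µM in the dose-response confirmation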;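 also: death triggered by thapsigargin at about 15 µM added after 2 h compound pretreatment; cell ATP read after overnight thapsigargin exposure of roughly 18 to 22 hours; normalized against plate controls of thapsigargin alone and 5% DMSO vehicle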
Dynein transport = dynein cargo transport inhibition; 220,000 compounds, 0.47% hits; z-score, hits read low; 3617.4 mouse cells, GR-EGFP nuclear translocation imaging; test concentration mostly 20 µM; stimulated with dexamethasone, 1 µM; hits give low values;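 active = plate z-score of nuclear minus cytoplasmic receptor signal below a set negative limit, without overly bright fluorescence or cell loss, cut at about -3.5 in these data, passing the limit was not always enough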;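 also: z-score of nuclear minus cytoplasmic ring GR-EGFP intensity difference per well; some compounds called inactive have numbers as strong as hits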
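Buffer or medium: tet-free medium with charcoal-stripped serum / Also added: dexamethasone agonist, 1.0 µM final, for 30 min / Timing: induction 48 h, compound 1 h, agonist 30 min / Measured by: high-content fluorescence imaging after fixation / Read-out: nuclear-to-cytoplasmic GR-EGFP distribution per well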
WT yeast gro inh mutant strain = second read-out of WT yeast gro inh, no call of its own (marks repeat the call); inhibition, %; mitochondrial fusion phenotypic screen, mutant strain inhibition
Dynein transport cytoplasmic EGFP = recorded beside Dynein transport, whose call it bears; z-score; measured here: cytoplasmic GR-EGFP intensity; hits give high values
Dynein transport nuclear GR-EGFP = recorded beside Dynein transport, whose call it bears; z-score; measured here: nuclear GR-EGFP intensity;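 lower value marks the stronger effect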
Dynein transport cell count = further read-out of Dynein transport, marked with its call; z-score; measured here: cell count per field
Ins promoter up cell count = recorded beside Ins promoter up, whose call it bears; cell count; measured here: cytotoxicity, nuclei count;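 total cells summed across four imaged fields per well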
Lipid droplet cells 6.5 µM = further read-out of Lipid droplet, marked with its call; cell count; measured here: cell count, cytotoxicity flag;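 cells counted across two imaged fields per well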
b-catenin transl cell count 5 µM = also measured in b-catenin transl; calls as there; cell count; measured here: cell count, cytotoxicity flag
MT stabilizer Hoechst-high % = further read-out of MT stabilizer, marked with its call; % Hoechst-high responders; measured here: nuclear condensation Hoechst responders;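 share of cells brighter than vehicle mean plus two SD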
MT stabilizer cytotoxicity % = second read-out of MT stabilizer, no call of its own (marks repeat the call); toxicity, %; measured here: cytotoxicity by cell density;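 0% = mean cell density of plate MIN control wells and 100% = no cells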
Autophagy mod cell loss 18 h = further read-out of Autophagy mod, marked with its call; toxicity, %; measured here: cell loss, nuclei count;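 cell loss after 18 h compound exposure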
* marks the source's active call; other numbers are inactive results; i = inactive; ? = inconclusive; . = not tested or not shown.

SMILES	Autophagy mod	Autophagy mod cell loss 18 h	Lipid droplet	Lipid droplet cells 6.5 µM	b-catenin transl	b-catenin transl cell count 5 µM	WT yeast gro inh	WT yeast gro inh mutant strain	Ins promoter up	Ins promoter up cell count	XIAP displacement	MT stabilizer	MT stabilizer Hoechst-high %	MT stabilizer cytotoxicity %	ER stress rescue	Dynein transport	Dynein transport cytoplasmic EGFP	Dynein transport nuclear GR-EGFP	Dynein transport cell count
O=C(OC1CCOC1=O)c1ccc(NS(=O)(=O)c2cccs2)cc1 (stereo not drawn)	i	28	0	696	-1.2	924	10	-5	1.2	1231	-5.8%	4.5	2.4	11	0.1%	0.71	-0.24	0.65	-1.2
CCCCN(CCCC)C(=S)NC(=O)C(C)(C)C	i	-7	-17	587	0.2	956	9	-1	.	.	-0.8%	5.0	3.2	5.3	-2.6%	0.33	-0.19	0.15	-0.8
Clc1ccc(-c2csc(-c3ccncc3)n2)cc1	i	-1	20	745	3.4	915	25	28	0.04	1169	-9.8%	3.2	3.0	3.9	-3.2%	-0.52	-0.28	-0.41	0.55
CC1CC(C)CN(C(=O)COC(=O)c2cc3ccccc3cc2O)C1 (stereo not drawn)	i	27	.	.	-5.5	909	27	21	0.27	1104	0.5%	5.7	2.5	9.3	.	-0.71	-0.17	-0.00043	-0.14
Cn1ncc(C(=O)N=S(C)(=O)c2ccccc2)c1[N+](=O)[O-] (stereo not drawn)	.	.	-11	705	-1.0	1317	.	.	-0.32	1404	.	.	.	.	.	-0.15	-0.17	-0.37	0.36
COc1ccc(N2C(=O)C3CCCN3C2c2cccs2)cc1 (stereo not drawn)	i	11	.	.	.	.	-9	-6	0.27	1012	-19%	7.2	2.5	4.4	1.8%	3.5	0.4	2.6	-1.3
O=C(C1CCN(S(=O)(=O)c2cccc3nsnc23)CC1)N1CCn2c1nc1ccccc12	i	6	.	.	.	.	-3	-2	.	.	-20%	4.7	3.7	7.0	-0.7%	-0.15	-0.32	0.0055	0.17
Cc1cc(NC(=O)CCCn2cc([N+](=O)[O-])cn2)n(Cc2ccc(F)cc2)n1	i	3	0	723	0.1	1055	-9	10	-0.04	1125	-3.2%	4.1	3.0	7.5	-0.2%	-0.92	-0.32	0.18	-0.019
O=C(NCCc1ccccc1)Oc1ccc(Cl)cc1	.	.	-7	734	-0.6	1310	.	.	1.4	1524	.	.	.	.	.	-0.4	-0.22	-0.46	0.048
Cc1onc(-c2ccccc2)c1C(=O)NC(C)C	i	3	.	.	.	.	3	1	0.67	874	-2.8%	3.0	2.7	3.6	1.1%	-1.4	-0.069	-0.68	-0.42
CCOc1ccc2cc(C3CC(c4ccco4)=NN3S(C)(=O)=O)c(Cl)nc2c1 (stereo not drawn)	.	.	0	688	0.2	1243	.	.	-1.7	1354	.	.	.	.	.	0.19	0.028	0.049	-0.086
COCC(C)NCc1ccccc1C (stereo not drawn)	i	1	9	733	-6.9	1144	-14	3	-0.32	995	-6.8%	6.0	3.5	2.3	2.4%	-0.02	-0.25	0.068	-0.12
COC(=O)NC1(C(F)(F)F)C(=O)NC(C)=C1C(=O)OC (stereo not drawn)	i	-10	2	760	4.0	1083	-8	-8	-0.06	1122	-4.6%	2.8	1.9	8.5	-0.8%	-0.11	-0.14	0.068	-1.7
Cc1ccc(NC(=O)CCc2ccc(S(=O)(=O)N3CCOCC3)cc2)c(C)c1	i	-8	11	787	.	.	-9	-23	-0.3	794	-6.1%	2.0	2.1	6.1	-0.8%	-0.61	-0.061	-0.2	0.32
S=c1[nH]nc(-c2ccncc2)n1/N=C/c1cccc2ccccc12	i	9	15	668	3.8	968	-7	-15	2	1598	-7.9%	1.9	3.2	7.4	-2.3%	-0.76	-0.22	-0.63	0.75
COc1ccc(/C(N)=N/O)c(OC)c1	i	6	-15	680	-3.0	1113	0	6	-0.63	1298	-2.2%	3.3	0.9	21	-0.1%	-0.52	-0.28	0.017	1.2
CCOC(=O)c1cc(CC)sc1NC(=O)c1cccc(N2C(=O)CCC2=O)c1	i	9	7	647	-1.0	1081	10	-10	-0.16	1546	-2.2%	3.0	2.6	6.5	3.3%	-0.44	-0.093	-0.31	-0.81
O=C(CCc1ccccc1)Nc1cccc([N+](=O)[O-])c1	i	18	-6	715	0.7	1156	15	8	-0.09	1201	-9.5%	1.8	1.5	10	.	-0.63	-0.23	-0.22	1.1
Cc1ccc(NC(=O)CSC2=NN3CCCC(=O)N=C3S2)c(C)c1	i	4	2	691	-0.1	976	10	-6	-0.05	1350	-7.0%	3.5	1.4	9.3	0.3%	0.54	-0.24	0.67	-0.42
Cc1cnc(SCc2ccc(Cl)cc2Cl)[nH]c1=O	.	.	-16	687	0.3	1254	.	.	-0.54	1146	.	.	.	.	.	-0.62	-0.2	0.28	-0.095
O=C(NC1CCCCC1)c1ccccc1C(F)(F)F	i	12	2	678	-0.4	1414	7	3	0.14	1416	-3.5%	2.8	3.0	3.7	0.7%	0.34	-0.35	0.45	0.27
CCOC(=O)c1sc(NC(=O)c2cc(-c3ccccc3)nc3ccccc23)c(C#N)c1C	i	4	.	.	.	.	51	19	.	.	-1.8%	5.4	2.4	6.0	3.4%	0.79	-0.17	0.23	-1.1
COC(=O)c1cccc([N+](=O)[O-])c1CN1CCCC(C(N)=O)C1 (stereo not drawn)	i	-8	.	.	-3.0	1137	-12	-21	-0.19	1363	-2.0%	1.4	1.9	3.3	-0.1%	-1.3	-0.18	-0.66	0.74
CCN(CC)S(=O)(=O)c1ccc2oc(C(=O)N3CCc4ccccc4C3)c(C)c2c1	i	17	1	681	-1.1	506	16	14	-0.2	1331	-14%	4.2	3.2	4.7	-2.5%	-0.34	-0.22	-0.39	0.36
Cc1cccc(/C=C2/SC(=O)N(Cc3ccccc3)C2=O)n1	i	-40	-7	791	-8.1	1124	.	.	.	.	0.6%	4.4	3.4	9.1	-0.8%	-1.1	0.23	-0.7	1.7

Arranged by value in MT stabilizer Hoechst-high % (falling): some entries from above
compound | MT stabilizer Hoechst-high %
O=C(C1CCN(S(=O)(=O)c2cccc3nsnc23)CC1)N1CCn2c1nc1ccccc12 | 3.7
CCN(CC)S(=O)(=O)c1ccc2oc(C(=O)N3CCc4ccccc4C3)c(C)c2c1 | 3.2
CCOC(=O)c1sc(NC(=O)c2cc(-c3ccccc3)nc3ccccc23)c(C#N)c1C | 2.4

(more compounds)
SMILES	Autophagy mod	Autophagy mod cell loss 18 h	Lipid droplet	Lipid droplet cells 6.5 µM	b-catenin transl	b-catenin transl cell count 5 µM	WT yeast gro inh	WT yeast gro inh mutant strain	Ins promoter up	Ins promoter up cell count	XIAP displacement	MT stabilizer	MT stabilizer Hoechst-high %	MT stabilizer cytotoxicity %	ER stress rescue	Dynein transport	Dynein transport cytoplasmic EGFP	Dynein transport nuclear GR-EGFP	Dynein transport cell count
Cc1ccc2c(c1)N(CCC(=O)NCc1ccco1)C(=O)CO2	i	-3	.	.	.	.	0	-13	.	.	-8.7%	2.1	2.2	11	-1.6%	0.37	-0.11	0.2	-0.77
Nc1nc(SCC(=O)Nc2ccc([N+](=O)[O-])cc2)n[nH]1	i	-9	0	669	0.5	1522	-7	-17	0.06	1509	-7.0%	2.2	1.4	2.8	-0.6%	-0.94	-0.15	-0.87	1.5
O=c1c(-c2ccc(F)cc2)[n+]([O-])c2ccccc2n1OCc1ccccn1	i	6	-20	762	-0.9	1459	16	-4	0.77	1425	-5.8%	4.0	2.2	2.3	-0.9%	1.7	-0.11	0.52	-1.3
CCCCCn1c(N)c(-c2nc3ccccc3o2)c2c([N+](=O)[O-])nn(C)c(=O)c21	i	1	0	598	1.5	942	8	6	-1.2	1309	-5.1%	9.6	2.3	0.8	-5.1%	0.9	-0.16	0.46	-0.48
Cc1ccc2c(c1)nnn2C1CCN(C(=O)c2cccs2)CC1	i	1	.	.	-0.2	905	-3	2	0.44	1069	-3.1%	4.8	2.0	4.2	1.7%	0.31	-0.28	0.67	-0.99
Cc1cc(Cl)cc(Cl)c1OCCOCCN(C)C	i	11	-8	737	1.5	476	-8	0	0.75	1288	-7.6%	4.8	1.6	4.9	-0.6%	-0.2	-0.24	0.54	0.3
Cc1ccc2ccccc2c1COC(=O)c1nonc1N	i	2	-2	757	.	.	30	-8	-0.13	1349	-2.1%	3.6	1.6	6.2	0.7%	3	0.094	1.3	-1.5
COC(=O)C1=C(C)Nc2sc(C(N)=O)c(N)c2C1c1ccncc1 (stereo not drawn)	i	10	0	733	.	.	-4	0	0.51	1174	0.2%	4.3	3.2	8.5	32%	0.071	-0.26	-0.15	-0.45
Cc1ccccc1C(=O)Nc1ccc(C(=O)N/N=C/c2ccc(O)c(Br)c2)cc1	i	1	?	.	0.3	1461	-1	24	-0.7	1363	-3.8%	1.0	0.8	0.0	8.0%	-0.12	0.86	0.2	-1.2
CNc1ccc(S(=O)(=O)NC)cc1[N+](=O)[O-]	i	2	-11	663	-1.2	1069	-9	10	0.4	1362	-7.3%	2.3	2.1	7.3	-0.5%	-0.17	-0.23	0.2	0.28
